TIM10 inh: growth inhibitors of isogenic TIM10 control yeast, primary screen, counter-screen for tim10-1 yeast inhibitor project, luminescence, uHTS | S. cerevisiae TIM10 strain growth, BacTiter-Glo luminescence, 24 h | AID 463195, 2010 | inhibition, % at 10 µM | hit rate 1.4% among 330,000;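 active = inhibition of 40% or more at the single tested concentration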;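 also: wild-type TIM10 isogenic control strain grown at permissive 25 °C; 0% = DMSO yeast wells and 100% = minimal medium wells without yeast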
MPTP inh: mitochondrial permeability transition pore inhibitors, primary screen, biochemical, isolated mouse mitochondria, absorbance | AID 602449, 2012 | inhibition, % at 10 µM | Ca2+ swelling absorbance, 30 min | hit rate 1.4% among 360,000;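 active = inhibition of 50% or more, scaled per plate between neutral and stimulator controls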;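 also: 0% = DMSO wells given calcium and 100% = 1 mM EGTA wells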
NALP3 yeast inh: NALP3 inflammasome inhibitors in reconstituted yeast, primary screen, luminescence, uHTS; hit rate 0.39% among 330,000; Yeast reconstituted NLRP3/ASC/caspase-1, beta-gal luminescence, 24 h; inhibition, % at 10 µM;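 active = inhibition of 50% or more; inactive = inhibition below 50%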;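 also: plate controls were induced DMSO wells for no effect and uninduced yeast grown without galactose for full effect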
GRIN3A LBD mod: binders of NR3A ligand-binding domain, primary screen, biophysical, differential scanning fluorimetry, uHTS | Glutamate receptor ionotropic, NMDA 3A (GRIN3A) ligand-binding domain | NR3A LBD differential scanning fluorimetry, Tm shift; 0% = protein alone, 100% = glycine-bound protein | Tm shift relative to glycine control, % at 25 µM | hit rate 2.5% among 340,000 | AID 1259313, 2017;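 active = melting temperature shift of at least 10% of the positive control shift, at one fixed dose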
APJ antag: antagonists of human apelin receptor APJ, primary screen, CHO-K1 cells, beta-arrestin complementation, luminescence; P35414; inhibition, % at 20 µM; hit rate 0.32% among 330,000; AID 2521, 2010;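 active = inhibition above about 40% at 20 µM, limit read from the data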;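 also: cells challenged with 10 nM apelin-13 agonist together with compound; plate controls were apelin-13 plus DMSO wells for no effect and DMSO wells lacking apelin-13 for full effect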
Target sequence (P35414 whole entry, looked up): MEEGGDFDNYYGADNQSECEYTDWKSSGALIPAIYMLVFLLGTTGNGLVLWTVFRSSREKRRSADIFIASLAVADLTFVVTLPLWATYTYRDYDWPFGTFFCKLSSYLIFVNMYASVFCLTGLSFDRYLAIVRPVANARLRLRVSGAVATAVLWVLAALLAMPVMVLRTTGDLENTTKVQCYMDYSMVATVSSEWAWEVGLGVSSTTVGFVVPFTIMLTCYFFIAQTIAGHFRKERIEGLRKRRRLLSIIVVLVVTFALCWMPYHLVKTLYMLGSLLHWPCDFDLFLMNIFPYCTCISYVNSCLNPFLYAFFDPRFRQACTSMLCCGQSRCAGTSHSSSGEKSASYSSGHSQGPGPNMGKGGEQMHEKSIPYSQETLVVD
tim10-1 inh: growth inhibitors of tim10-1 mutant yeast, primary screen, luminescence, uHTS; S. cerevisiae tim10-1 ts strain growth, BacTiter-Glo, 24 h; inhibition, % at 20 µM; hit rate 2.2% among 330,000; AID 463190, 2010;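 active = inhibition of at least 40%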;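 also: mutant grown at 25 °C; 0% = DMSO wells with yeast and 100% = wells holding no yeast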
MIN6 prolif: inducers of MIN6 beta-cell proliferation, primary screen, ATP luminescence, uHTS. MIN6 cells proliferation, ATPlite luminescence, 48 h; cells starved in 0.2% serum; 100% = growth in 10% serum. proliferation, % at 10 µM. hit rate 0.29% among 330,000;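 active = compounds whose signal lies at least 3.5 SD above the mean of all wells on their plate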;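 also: 0% = DMSO-treated cells in low-serum medium and 100% = 10% serum control; some compounds called inactive have numbers as strong as hits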
APJ agonist: agonists of human apelin receptor APJ, primary screen, CHO-K1 cells, PathHunter beta-arrestin, luminescence; P35414; 0% DMSO wells, 100% apelin; activation, % at 20 µM; hit rate 0.11% among 330,000;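 active = activation more than six SD over the plate average, tested at 20 µM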;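 also: 0% = DMSO alone and 100% = apelin-13 at 10 nM; some results filed as inactive read as strong as hits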
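Material: engineered CHO-K1 APJ arrestin reporter cells; amount: 1000 CHO-K1 reporter cells seeded per well; incubation: compound stimulation 90 min at 25 °C, detection 60 min; signal: luminescent beta-gal fragment complementation, chemiluminescent substrate; read-out basis: APJ agonist activity; controls: DMSO-only wells as negative, 10 nM Apelin-13 as positive control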
tim23-1 inh: growth inhibitors of tim23-1 mutant yeast, primary screen, luminescence, uHTS | S. cerevisiae tim23-1 growth, BacTiter-Glo luminescence, 24 h | inhibition, % at 20 µM | hit rate 1.3% among 330,000 | AID 463212, 2010;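 active = growth inhibition of the mutant yeast at or above 50%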;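 also: temperature-sensitive mutant grown at 25 °C; plate controls were DMSO-treated mutant yeast for no effect and medium wells lacking yeast for full effect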
* marks the source's active call; other numbers are inactive results; / = no result given.

SMILES | TIM10 inh | MPTP inh | NALP3 yeast inh | GRIN3A LBD mod | APJ antag | tim10-1 inh | MIN6 prolif | APJ agonist | tim23-1 inh
O=C(O)c1ccc(N/N=C/C=C/c2ccc([N+](=O)[O-])o2)cc1 | 13 | 8.2 | 22 | 12* | 14 | -3 | -1 | -6 | 16
NC(=S)N/N=C/c1coc2ccc(F)cc2c1=O | 29 | 2.4 | 16 | -2 | 12 | 9 | -2 | 4 | 48
CC(C)C[C@H](NC(=O)NCc1ccc(F)cc1)C(=O)O | 0 | 0.2 | -4 | 1 | -8 | 1 | -3 | -5 | 0
Cc1nn(-c2ccccc2)c(N2CCCC2)c1/C=N/NC(=O)c1cc2ccccc2cc1O | 11 | 97* | 18 | 9 | -30 | 17 | -6 | 1 | 30
O=C(Nc1ccc(C(=O)N2CCCCC2)cc1)c1ccc([N+](=O)[O-])cc1 | 8 | -2.3 | 12 | -2 | -33 | 9 | -3 | 14 | 28
CCCCS/C(=C(/C#N)C(N)=O)c1cc2c([nH]1)CCCC2 | 30 | 11 | 20 | 4 | 0 | 45* | -4 | -4 | 44
CCCCCCN1C(=O)C(O)=C(C(C)=O)C1c1ccccc1[N+](=O)[O-] (centres undefined) | 3 | 0.5 | 2 | 0 | -34 | 0 | -1 | -2 | -2
O=C(COC(=O)CNC(=O)c1ccccc1F)NC12CC3CC(CC(C3)C1)C2 | 14 | 0.0 | -7 | -1 | -3 | 17 | 0 | -4 | 25
O=C(Nc1cc(Cl)cc(Cl)c1)c1coc(=O)c(Br)c1 | 9 | 81* | 8 | 4 | 4 | 14 | -3 | 0 | -3
Cc1ccc(-n2ncc3c(=O)n(CC(=O)OCc4ccccc4)cnc32)cc1 | -2 | -0.1 | 7 | -2 | -3 | 11 | -1 | -5 | 17
CN1CCN(C(=O)C2(NC(=O)NCc3ccccc3)CCCCC2)CC1 | -1 | 12 | 6 | -2 | 12 | 0 | 0 | -2 | 2
Cc1ccc(C(=O)Nc2cccc(S(=O)(=O)N3CCCC3)c2)o1 | -3 | 1.1 | 4 | 0 | -1 | 20 | 0 | -5 | 16
Cc1ccc(C2c3c(C)nn(-c4ccc([N+](=O)[O-])cc4)c3N=C3C(=O)Nc4ccccc4N32)cc1 (centres undefined) | 23 | / | 28 | / | 10 | 8 | -7 | -4 | 16
Cc1cccc(NC(=S)NNc2cccc(Cl)c2)c1 | 24 | 1.5 | 12 | -2 | -19 | 23 | -4 | 4 | 52*
COc1cccc(C(=O)Nc2ccc(F)cc2F)c1 | 7 | 0.6 | 5 | -2 | 0 | 16 | -2 | -7 | 17
CCc1ccc(-n2c(SCC(=O)Nc3ccc(C(=O)O)cc3)nnc2-c2ccncc2)cc1 | 7 | / | -4 | -1 | 4 | -4 | -1 | -3 | 4
CCOC(=O)N1CCN(C(=O)c2ccccc2NC(C)=O)CC1 | 10 | -2.0 | -2 | 2 | -1 | -7 | -3 | -1 | 15
COC(=O)c1ccc(NC(=O)C2CCN(C(=O)c3cc(OC)c(OC)c(OC)c3)CC2)cc1 | -2 | 1.7 | 2 | 0 | 8 | 19 | -1 | 3 | 17
CCCN(CCC)S(=O)(=O)c1ccc(C(=O)Nc2nc(-c3ccccc3)c(C(=O)OCC)s2)cc1 | 3 | 80* | 19 | 20* | 16 | 0 | -4 | -3 | -4
CCCN1C(=O)/C(=C/c2ccc(N3CCCC3)c(C)c2)NC1=S | 28 | 5.7 | -1 | -13 | 24 | 38 | -5 | 6 | 21
Cc1ccc(CNC(=O)c2ccccc2NC(=O)C2=CSCCO2)cc1 | 18 | 0.3 | 24 | -1 | 14 | 40 | 1 | -1 | 24
CCN1CCN(C(CNC(=O)c2ccc3c(c2)OCO3)c2cccnc2)CC1 (centres undefined) | -9 | -1.4 | 8 | 1 | 17 | 12 | 1 | -5 | 7
Cc1cccc(C)c1NC(=O)c1cc(-c2ccccn2)nc2ccccc12 | 18 | -0.4 | 16 | 0 | -12 | 41* | 5 | 2 | 33
CCOC(=O)c1sc(NC(=O)C2CC2)cc1C | 37 | -1.4 | 33 | 0 | -8 | 54* | 3 | -1 | 48
O=C(N=C1SC2CS(=O)(=O)CC2N1c1ccc(Br)cc1)C1CCCO1 (centres undefined) | 3 | -2.8 | -6 | 1 | 5 | 20 | 2 | 1 | 7
COc1cc(C(=S)N2CCOCC2)cc(OC)c1OC | 17 | 2.5 | 15 | 1 | 14 | -2 | 0 | 5 | 2
CCOc1ccc(/C=N/NC(=O)c2[nH]c3ccc(C)cc3c2C)cc1 | -11 | 2.9 | 8 | 26* | -19 | -5 | -2 | -2 | 9
O=C(NCCCn1ccnc1)/C(=C\c1cccnc1)NC(=O)c1ccco1 | 1 | 0.2 | 3 | 7 | -5 | -11 | 1 | -3 | -3
CCCNc1nc2ccccc2c(=O)[nH]1 | -1 | -0.9 | 26 | 0 | 1 | -6 | -2 | -1 | 4
CC1CCc2sc(C(=O)NCc3ccc(F)cc3)cc2C1 (centres undefined) | 15 | 58* | 37 | -8 | 16 | 7 | -3 | -2 | 29
O=C(NN=C1CCCC1)c1cc(Cl)cc(Cl)c1O | -8 | -0.5 | 20 | -2 | -1 | 8 | 1 | -4 | 16
COc1cc(/C=N/NC(=O)Cn2nnc3ccccc32)ccc1O | 13 | -0.8 | -7 | 0 | 10 | 12 | -1 | -4 | 2
Nc1ccc2nc3c(=O)n(CCc4ccccc4)c(=O)[nH]c3nc2c1 | -4 | 2.5 | 16 | -2 | -32 | -43 | -4 | 10 | 23
Cc1ccc(C)c(-n2c(-c3ccco3)n[nH]c2=S)c1 | 14 | 1.7 | 9 | 0 | -13 | 17 | -3 | 0 | 11
COc1cccc(-c2nc(CS(=O)(=O)CC(=O)NCCCN3C(C)CCCC3C)c(C)o2)c1 (centres undefined) | 20 | -1.5 | 11 | -3 | 9 | -11 | 7 | 1 | 5
O=C(COc1ccc(Br)cc1CO)Nc1ccccc1F | -11 | -1.6 | 16 | -1 | 1 | -4 | -1 | -3 | 8
CCCC(=NC(C)CC)C1=C(O)CC(c2ccccc2)CC1=O (centres undefined) | 17 | -1.1 | 12 | -2 | 15 | 10 | 0 | 0 | 27
CCCCNC(=O)c1c(CSc2ccc(Cl)cc2)noc1C(=O)NCc1ccccc1 | 22 | 1.2 | 9 | -1 | 8 | 13 | -8 | 4 | 17
CC(C)(C)c1ccc(O)c(N=Cc2cc3c(cc2[N+](=O)[O-])OCO3)c1 | 15 | 0.6 | 18 | 0 | -51 | 9 | -5 | 1 | 15
S=C(Nc1ccccc1)Nc1ccc2cn[nH]c2c1 | 1 | 0.9 | 7 | 9 | -2 | 19 | 2 | 2 | 10
Cc1c(NS(=O)(=O)c2cc(C(=O)N3CCCC(C)C3)ccc2Cl)c(=O)n(-c2ccccc2)n1C (centres undefined) | -7 | 0.5 | 8 | 0 | 11 | -12 | -4 | 1 | 1
O=C(Nc1nc2ccc(Cl)cc2s1)c1cccc(N2C(=O)CCC2=O)c1 | -1 | -0.9 | 19 | -3 | 1 | 9 | -5 | 0 | -4
CCOC(=O)c1cc(-c2cccnc2)nn1-c1ccccn1 | -23 | -0.8 | -2 | -1 | -12 | 1 | -2 | -3 | -3
O=C(CCN1CCOCC1)Nc1cccc(Br)c1 | -2 | 0.8 | 4 | -1 | 5 | 5 | -1 | -2 | -13
COc1ccccc1NC(=O)CSc1nnc(CNC(=O)c2ccco2)o1 | 8 | 11 | 10 | 2 | -5 | 7 | 0 | 1 | 7
COc1cc(/C=C(\C#N)C(=O)NCC2CCCO2)ccc1OCCC(C)C (centres undefined) | 27 | 1.7 | 28 | -1 | 14 | 36 | -3 | 1 | 35
COc1ccccc1-c1cc(C(=O)N2CCCCC2)no1 | 0 | -0.3 | 17 | -2 | 20 | 16 | 7 | -5 | 14
Cc1[nH]c2ccc(F)cc2c1CCN(Cc1cccnc1)C(=S)Nc1cccc(F)c1 | 8 | -1.3 | 25 | 1 | 12 | -1 | -4 | -1 | 17
Cc1ccc(OCC(=O)NC(=S)Nc2cccc(NC(=O)c3ccccc3Cl)c2)cc1 | 12 | 0.8 | 3 | 0 | 1 | 1 | 0 | -1 | 8
O=C(COc1ccccc1[N+](=O)[O-])Nc1ccc2c(c1)OCO2 | 17 | -0.3 | 39 | -1 | -12 | 19 | -3 | 2 | 9
COc1cc(CN2CCC(Oc3cc(C(=O)NC4CC4)ccc3OC)CC2)cc(OC)c1 | -7 | -1.8 | 14 | 1 | 10 | -1 | -3 | 1 | -9
CCOc1ccccc1N(CC(=O)Nc1ccccc1C(=O)N1CCOCC1)S(C)(=O)=O | 14 | -2.0 | 8 | 1 | 2 | -8 | -2 | 7 | 9
CC(C)c1ccc(S(=O)(=O)N2CCN(C(=O)CN3C(=O)c4ccccc4C3=O)CC2)cc1 | -22 | -1.4 | 7 | 2 | -1 | -14 | -4 | -3 | -18
CC(C)(C)NC(=O)CSc1nc2cc(S(=O)(=O)N3CCCCC3)ccc2o1 | 18 | 0.7 | 5 | -1 | 10 | 16 | -1 | 2 | 24
COC(=O)[C@@H]1C[C@@]2(O)[C@@H](O)[C@@H](O)[C@@H](O)C[C@H]2N1CC1CCCCC1 | -1 | 0.6 | -1 | 4 | -8 | 8 | -4 | -7 | -2
CCN1CCN(c2cc(C)c3cc(NC(=O)CCC(=O)Nc4ccc(OC)c(OC)c4)ccc3n2)CC1 | -8 | 0.0 | -2 | 3 | 11 | 3 | -1 | -2 | -5
